Bioassay records from PubChem BioAssay.
Vif-APOBEC3G blk: Vif-A3G binding inhibition | HeLa A3G-eYFP + Vif (tagged APOBEC3G with the HIV-1 protein that degrades it), YFP fluorescence, overnight | 410,000 tested, 0.076% active | Potency, µM (series often up to 46.1 µM), inactives show at the highest dose activity, negative = active, usual class: inhibitors | Q9HC16;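 further: on the % scale 0 is the no-effect control and ±100 the full control effect; nearly all actives have a fitted effect of over 60% in size; hits raise eYFP signal because A3G escapes Vif-driven loss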
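Read-out is eYFP fluorescence (Ex 488/Em 500-530) from Vif-expressing HeLa A3G-eYFP cells; more signal means A3G escaped Vif-mediated degradation. Cells plated overnight, compound pinned in, incubated overnight at 37 deg C.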
RXFP1 ag: RXFP1 (human) receptor agonism; Potency, µM (highest dose often 57.5 µM), inactives show top-dose activation, usual class: activators; 370,000 tested, 0.3% active; HEK293T-RXFP1 cAMP TR-FRET, 30 min; response scale: percent of porcine relaxin response, buffer zero; AID 2676; further: on the % scale 0 is the no-effect control and ±100 the full control effect; nearly all actives have a fitted effect of over 60% in size; many of its hits are not listed in these tables
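Agonist response is measured as cAMP accumulation in an RXFP1-transfected HEK293T line under PDE4 inhibition. Values are scaled between buffer-only and 29 nM porcine relaxin, and EC50s come from standard Hill equation fits.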
12-LOX inh: blocks human arachidonate 12S-lipoxygenase; P18054; purified 12hLO, xylenol orange hydroperoxide absorbance; Potency, µM (series often up to 108 µM), for the others: at the top dose activity change, negative = inhibition, most hits filed as inhibitors; 580,000 tested, 1.1% active; AID 1671190; further: on the % scale 0 is the no-effect control and ±100 the full control effect
Target sequence (P18054 whole entry, looked up): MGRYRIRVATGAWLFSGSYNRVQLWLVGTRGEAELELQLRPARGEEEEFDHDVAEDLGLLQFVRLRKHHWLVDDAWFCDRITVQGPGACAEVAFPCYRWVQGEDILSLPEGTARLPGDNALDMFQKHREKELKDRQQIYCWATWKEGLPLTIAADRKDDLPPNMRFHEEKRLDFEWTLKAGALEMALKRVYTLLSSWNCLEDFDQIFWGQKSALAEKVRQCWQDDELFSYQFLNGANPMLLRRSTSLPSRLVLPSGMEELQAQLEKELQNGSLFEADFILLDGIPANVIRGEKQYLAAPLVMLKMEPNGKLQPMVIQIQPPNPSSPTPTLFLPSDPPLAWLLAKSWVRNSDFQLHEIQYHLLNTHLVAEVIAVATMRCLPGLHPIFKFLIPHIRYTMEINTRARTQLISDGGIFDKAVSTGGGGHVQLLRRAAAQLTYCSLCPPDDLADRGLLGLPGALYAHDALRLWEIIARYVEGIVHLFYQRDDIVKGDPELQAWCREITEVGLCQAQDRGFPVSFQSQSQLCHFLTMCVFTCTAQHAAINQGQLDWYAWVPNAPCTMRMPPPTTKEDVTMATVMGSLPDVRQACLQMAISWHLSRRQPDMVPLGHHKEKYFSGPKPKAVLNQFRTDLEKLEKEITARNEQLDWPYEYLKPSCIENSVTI
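Purified human 12hLO (150 nM final) in 25 mM Hepes, 0.01% Triton X-100, pH 7.0 was preincubated 15 min at room temperature with compound. Then 40 uM arachidonic acid was added, 30 min. Hydroperoxide was read by Fe-XO absorbance ratio 573/405 nm.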
TrxR1 inh: blocks rat thioredoxin reductase 1. Potency, µM (top dose mostly 114 µM), inactives show at the top dose activity change, negative = inhibition, actives largely listed as inhibitors. O89049. 390,000 tested, 1% active. AID 588453. recombinant rTrxR1, NADPH fluorescence consumption, selenite substrate; further: on the % scale 0 is the no-effect control and ±100 the full control effect; nearly all actives have a fitted effect of over 65% in size
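Rat TrxR1 (90 nM in the dispensed reagent) was pre-reduced with 400 uM NADPH for 5 min at room temperature, then incubated with compound for 15 min. After 400 uM selenite was added, NADPH fluorescence (Ex 340/Em 450 nm) was followed for 8 min.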
IDH1 R132H inh: blocks human mutant IDH1 R132H enzyme; O75874; IDH1-R132H enzyme, NADPH consumption, diaphorase/resazurin fluorescence; Potency, µM (top dose mostly 76.6 µM), for inactives: top-dose activity change, negative = inhibition, usual class: inhibitors; 390,000 tested, 0.093% active; further: on the % scale 0 is the no-effect control and ±100 the full control effect; nearly all actives have a fitted effect of over 65% in size
Target sequence (O75874 whole entry R132H, stated change not applied): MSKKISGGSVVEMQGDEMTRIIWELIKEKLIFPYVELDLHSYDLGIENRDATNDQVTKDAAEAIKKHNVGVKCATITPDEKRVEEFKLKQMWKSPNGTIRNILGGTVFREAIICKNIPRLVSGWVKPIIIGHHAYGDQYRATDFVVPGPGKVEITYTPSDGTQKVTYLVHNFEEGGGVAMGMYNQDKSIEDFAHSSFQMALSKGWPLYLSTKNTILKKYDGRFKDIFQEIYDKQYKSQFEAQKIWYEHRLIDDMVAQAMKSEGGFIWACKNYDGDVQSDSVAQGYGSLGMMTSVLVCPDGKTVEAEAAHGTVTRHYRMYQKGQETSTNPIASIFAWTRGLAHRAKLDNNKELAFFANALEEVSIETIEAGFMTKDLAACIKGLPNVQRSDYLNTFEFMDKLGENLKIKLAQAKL
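IDH1-R132H (0.5 ug/mL dispensed) in pH 7.5 Tris buffer was preincubated 30 min with compound, then given a substrate mix of 0.016 mM NADPH and 2 mM alpha-KG for 80 min at room temperature; remaining NADPH was read by diaphorase/resazurin fluorescence.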
RGS4 inhibitor: inhibitors of human regulator of G protein signaling 4; Transcreener GDP fluorescence polarization, RGS4-accelerated GTP hydrolysis; Potency, µM (series often up to 114 µM), for the others: top-dose activity change, negative = inhibition, usual class: inhibitors; 390,000 tested, 0.039% active; P49798; further: on the % scale 0 is the no-effect control and ±100 the full control effect; nearly all actives have a fitted effect of over 75% in size; some results filed as inactive show a strong effect at the top dose
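MLSMR compounds (23 nl, pin-transferred) preincubated 10 min at room temperature with a 500nM (2x) first reagent, then RGS4 at 900nM (2x) plus Transcreener GDP mix added; fluorescence polarization (620/688 nm) read before and after 90 min at 30 °C.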
Vif-A3F inh: blocks the Vif interaction with APOBEC3F; HeLa A3F-eYFP + Vif (tagged APOBEC3F with the HIV-1 protein that degrades it), YFP fluorescence increase; Potency, µM (doses to about 46.1 µM), inactives show at the top dose activity, negative = active; 390,000 tested, 0.2% active; AID 602313; further: % of control where 0% means no effect; nearly all actives have a fitted effect of over 65% in size
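HeLa cells stably expressing Vif plus C-terminally eYFP-tagged A3F were seeded, incubated overnight at 37 deg C, dosed with compound, incubated overnight again at 37 deg C. Yellow fluorescence (Ex 488/Em 500-530) reported blocked Vif-mediated A3F-eYFP degradation.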
TrxR1 substrate: rat thioredoxin reductase 1 substrate activity. O89049. purified TrxR1 substrate turnover, NADPH consumption readout. Potency, µM (series often up to 114 µM), for inactives: top-dose activity change, negative = substrate turnover. 390,000 tested, 0.01% active. AID 588456; further: on the % scale 0 is the no-effect control and ±100 the full control effect; nearly all actives have a fitted effect of over 50% in size
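Rat TrxR1, dispensed at 90 nM, was prereduced with 400 uM NADPH (final) for 5 min at ~22 deg C, then incubated with compound 15 min before 400 uM selenite. A first-read NADPH fluorescence drop versus no-compound background flagged substrates.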
USP1 inh: blocks the human USP1/UAF1 deubiquitinase complex; 390,000 tested, 0.23% active; AID 743255; recombinant USP1/UAF1, Ub-Rhodamine cleavage fluorescence; Potency, µM (top dose mostly 57.1 µM), without a hit: top-dose activity change, negative = inhibition, actives largely listed as inhibitors; further: on the % scale 0 is the no-effect control and ±100 the full control effect; nearly all actives have a fitted effect of over 60% in size; inactives centre near -12
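In this screen, compounds sit with the deubiquitinase complex (1nM) for 15 min at room temperature before Ub-Rho is added at 150nM final. Fluorescence rise is then followed for 6 reads every 60 seconds.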
* marks the source's active call; other numbers are inactive results; u = inconclusive; x = no result given; [ ] = another dose, or the depositor's remark. The call rests on the fitted dose curve; in most records, active means well fitted curve in the direction sought with a large enough effect; inconclusive means small, poorly fitted or top-dose-only effect, or another doubt; inactive means no such curve, though single readings can be large; an effect the other way counts as inactive or inconclusive. Potency means the concentration at half of the fitted maximal effect. An excerpt, so the mix of outcomes need not match the whole.

SMILES | Vif-APOBEC3G blk | RXFP1 ag | 12-LOX inh | TrxR1 inh | IDH1 R132H inh | RGS4 inhibitor | Vif-A3F inh | TrxR1 substrate | USP1 inh
Cn1c(CNC(=O)c2ccco2)nnc1SCC(=O)Nc1ccc(Cl)cc1 | -5% | -0.2% | -32% | 21%[57.1 µM] | -6% | -10% | -2% | 22%[57.1 µM] | -18%
COc1ccc(C(=O)Nc2ccc(S(=O)(=O)N3CCCC3)cc2)c(OC)c1 | -1% | 5.4% | u | 1% | 2% | -11% | 4% | 3% | -20%
Cc1ccc(N2CCC(N3CCN(C4CCCCC4)C(CCO)C3)CC2)cc1 (stereo not drawn) | -11% | -4.0% | -5% | 9% | 1% | -10% | 5% | 10% | -24%
CC1=NNC(=O)C1CCC(=O)N/N=C\c1ccccc1[N+](=O)[O-] (stereo not drawn) | 3% | -2.7% | 20% | 18% | -9% | 0% | -1% | -3% | -6%
COC(=O)c1[nH]c2cc(OC)ccc2c1NC(=O)CCN1CCN(c2ccccc2)CC1 | -3% | 0.4% | 0% | 3% | -9% | -33% | 2% | 2% | -21%
COC(=O)C(F)(F)Sc1c(C)[nH]c2ccccc12 | 0% | -2.1% | -8%[57.4 µM] | 6% | -2% | -31% | 9% | -1%[57.1 µM] | 10%
O=c1nc(N/N=C/c2ccccn2)cn[nH]1 | -19% | 0.8% | 10% | -12% | 0% | -10% | u | -7% | -15%
O=C(CCn1nnc2ccccc21)Nc1nnc(COc2ccc(F)cc2)s1 | 0% | 0.6% | -13% | -4% | 10% | 10% | 0% | 0% | -22%
COc1cccc(NC(=O)CN(C)C(=O)c2c(C)noc2C)c1 | 2% | 0.8% | u | -8% | -1% | -46% | 0% | 0% | -5%
Cc1nc(N2CCCC2)ncc1C(=O)Nc1ccc(OC(F)(F)F)cc1 | x | 2.6% | u | 17%[57.1 µM] | x | -9% | x | 6%[57.1 µM] | -31%
NC(=S)N(c1ccccc1)c1ccccc1 | 0% | 1.1% | -8% | -5%[57.1 µM] | 1% | -10% | -3% | 3%[57.1 µM] | -3%
CC(=O)Nc1nc(C(=O)Nc2c(C)n[nH]c2C)cs1 | 0% | -0.8% | 11% | 19% | 1% | -5% | 0% | 1% | -16%
CN(C)C(=O)CSc1nc2ccc(N3C(=O)c4ccccc4C3=O)cc2s1 | 1% | 0.2% | 213%[activator] | 4% | 14% | -49% | -4% | 1% | -9%
CCN(CCCNc1ncnc2nc[nH]c12)c1cccc(C)c1 | -1% | 0.8% | 0% | 8% | 5% | 14% | 6% | 1% | -12%
Cc1c(N2C(=O)/C(=C/C3CC=CCC3)SC2=S)c(=O)n(-c2ccccc2)n1C (stereo not drawn) | -11% | -1.2% | -8% | u | 2% | -43% | -10% | -4%[57.1 µM] | -11%
Cc1nn(CCC(=O)O)c(C)c1C | 0% | -0.9% | -24% | 26% | 1% | -11% | -7% | 2% | -25%
COc1ccc(NC(=O)CN(C)S(=O)(=O)c2ccc3c(c2)OCCO3)c2ncccc12 | 2% | -0.3% | -5% | 4% | 2% | -41% | -2% | -1% | -2%
CSc1ccccc1NC(=O)CN(C)Cc1cc(=O)n2ccsc2n1 | -4% | 14% | -12% | 9%[57.1 µM] | -3% | -10% | 2% | 4%[57.1 µM] | -2%
CC(=O)c1ccc(OCc2cc(C(=O)NCCn3nc(C)cc3C)no2)cc1 | 0% | 1.6% | 119%[activator] | 3% | 7% | 2% | -21% | 2% | -12%
Cc1cc(C)c(NC(=O)COC(=O)Cc2ccsc2)c(C)c1 | 1% | -2.3% | 0% | 20% | 3% | -1%[11.4 µM] | -7% | 1% | -24%
COc1ccc(C(=O)c2c[nH]c(C(=O)NCc3cccs3)c2)cc1 | -5% | 10% | 0% | 10% | 2% | -1% | -3% | 1% | -17%
Cc1nonc1NC(=O)OC1CCCCC1 | 1% | 1.4% | 25% | 4% | 1% | 18% | -9% | -10% | 1%
CNC(=O)NNC(=O)c1csc(Cc2c(Cl)sc3ccc(Cl)cc23)n1 | -4% | -2.3% | 11% | 28% | 3% | u | 6% | 4% | -10%
O=C1c2cccnc2C(=O)N1Cc1ccc(S(=O)(=O)NCc2ccco2)cc1 | -1% | u | 0% | -6% | -10% | -3% | -2% | 1% | -13%
O=C(NNC(=S)NCC1CCCO1)c1cc(Br)ccc1Cl (stereo not drawn) | 1% | 1.5% | 13% | -10% | 10% | -28% | 3% | -2% | -15%

10 neighbouring compounds out of the list so far, for reference:
SMILES | Vif-APOBEC3G blk | RXFP1 ag | 12-LOX inh | TrxR1 inh | IDH1 R132H inh | RGS4 inhibitor | Vif-A3F inh | TrxR1 substrate | USP1 inh
Cn1c(CNC(=O)c2ccco2)nnc1SCC(=O)Nc1ccc(Cl)cc1 | -5% | -0.2% | -32% | 21%[57.1 µM] | -6% | -10% | -2% | 22%[57.1 µM] | -18%
COc1ccc(C(=O)Nc2ccc(S(=O)(=O)N3CCCC3)cc2)c(OC)c1 | -1% | 5.4% | u | 1% | 2% | -11% | 4% | 3% | -20%
Cc1ccc(N2CCC(N3CCN(C4CCCCC4)C(CCO)C3)CC2)cc1 (stereo not drawn) | -11% | -4.0% | -5% | 9% | 1% | -10% | 5% | 10% | -24%
CC1=NNC(=O)C1CCC(=O)N/N=C\c1ccccc1[N+](=O)[O-] (stereo not drawn) | 3% | -2.7% | 20% | 18% | -9% | 0% | -1% | -3% | -6%
COC(=O)c1[nH]c2cc(OC)ccc2c1NC(=O)CCN1CCN(c2ccccc2)CC1 | -3% | 0.4% | 0% | 3% | -9% | -33% | 2% | 2% | -21%
COC(=O)C(F)(F)Sc1c(C)[nH]c2ccccc12 | 0% | -2.1% | -8%[57.4 µM] | 6% | -2% | -31% | 9% | -1%[57.1 µM] | 10%
O=c1nc(N/N=C/c2ccccn2)cn[nH]1 | -19% | 0.8% | 10% | -12% | 0% | -10% | u | -7% | -15%
O=C(CCn1nnc2ccccc21)Nc1nnc(COc2ccc(F)cc2)s1 | 0% | 0.6% | -13% | -4% | 10% | 10% | 0% | 0% | -22%
COc1cccc(NC(=O)CN(C)C(=O)c2c(C)noc2C)c1 | 2% | 0.8% | u | -8% | -1% | -46% | 0% | 0% | -5%
Cc1nc(N2CCCC2)ncc1C(=O)Nc1ccc(OC(F)(F)F)cc1 | x | 2.6% | u | 17%[57.1 µM] | x | -9% | x | 6%[57.1 µM] | -31%

Next section:
SMILES | Vif-APOBEC3G blk | RXFP1 ag | 12-LOX inh | TrxR1 inh | IDH1 R132H inh | RGS4 inhibitor | Vif-A3F inh | TrxR1 substrate | USP1 inh
COc1ccccc1NC(=O)CSCc1cc(=O)c2cccc(Cl)c2[nH]1 | -1% | 17% | u | 7%[57.1 µM] | 7% | 15% | 0% | -1%[57.1 µM] | -5%
COc1cc(C(=O)Nc2ccc(C(N)=O)cc2)c([N+](=O)[O-])cc1OC | 2% | 0.4% | 0% | 16% | 1% | 9% | 4% | 5% | -14%
CCOC(=O)c1sc(NC(=O)c2ccoc2C)c(C(N)=O)c1C | -1% | 1.0% | -4% | 4%[57.1 µM] | -15% | -24% | 1% | -3% | -16%
S=c1[nH]ccc2ccccc12 | -2% | x | u | -1%[11.4 µM] | 3% | u | 13% | 4%[11.4 µM] | -2%
O=C(C1CCCN1S(=O)(=O)c1cccc2cccnc12)N1CCn2c1nc1ccccc12 (stereo not drawn) | 0% | 0.6% | x | 16% | 0% | 10% | -12% | -1% | -13%
CC1=C(C#N)C(NC(=O)c2ccc(Cl)cc2)(C(F)(F)F)C(=O)N1 (stereo not drawn) | 1% | 0.9% | -13% | 19% | 4% | 19% | -15% | 3% | -1%
CC(C)CCNC(=O)c1nn(C)c2c1CSc1ccccc1-2 | 3% | -1.9% | 6% | 5% | 14% | -13% | -8% | -7% | -18%
C/C=C(\C)CN1CCC(n2nccc2NC(=O)c2ccc(OC)cc2)CC1 | 0% | -2.2% | u | 16% | -6% | 2% | 3% | 0% | -14%
CC1(c2ccccc2)CC(c2ccccc2)=C(C#N)C(=O)N1 (stereo not drawn) | 2% | x | 1% | 2%[11.4 µM] | 3% | -37% | 3% | -7%[57.1 µM] | -17%
Cc1cc(C(=O)Nc2ncc(C)s2)c2ccccc2n1 | 2% | 2.5% | 15% | 13%[57.1 µM] | 5% | -25% | -3% | 2%[57.1 µM] | -8%
Cc1ccc(C2NC(=O)NC(O)(C(F)(F)F)C2C(=O)c2ccccc2)o1 (stereo not drawn) | 1% | -2.0% | -21% | 3% | 4% | 39% | -14% | 5% | -4%
CN(CC(=O)Nc1ccc(F)cc1F)S(=O)(=O)c1cccc2nsnc12 | 3% | 2.3% | -26% | -9% | 6% | -9% | 0% | -11% | u
COc1cc(/C=N/NC(=O)CCN2CCN(C)CC2)cc2c1OCO2 | 1% | 0.9% | -25% | -10% | 1% | -13% | -5% | -2% | -9%
Cc1cc(C(=O)NN=C2CCCC2)c2ccccc2n1 | u | -0.9% | -13% | -12% | 4% | -25% | -16% | -5% | -11%
